Compound activity deposited in PubChem by several laboratories.
KCNQ1 block: blocks the human KCNQ1 potassium channel; CHO-K1 KCNQ1, FluxOR thallium flux fluorescence; hits give high values; B-score at 10 µM; 310,000 compounds, 1.3% hits;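 active = compounds whose thallium flux B-score, printed positive for inhibition, exceeds three library SD while starting fluorescence stays within three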;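 note: channel opened by potassium depolarization with thallium stimulus after 20 min compound exposure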
DYRK1A inh: Dyrk1A (rat) kinase inhibition; Q63470; ADP-Glo luminescence, NFATc1 peptide; inhibition, % at 12.5 µM; 310,000 compounds, 0.43% hits; in the data active = inhibition above about 50%;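 note: plate controls were vehicle with enzyme for no effect and no enzyme for full effect; many of its hits are not listed in these tables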
hERG rescue: hERG (human) protection from proarrhythmic block. CHO-hERG, FluxOR thallium flux, dofetilide IC70 present. activation (rescue from dofetilide block), less the hit threshold, % at 10 µM. 310,000 compounds, 0.51% hits;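 active = activation above the mean of controls blocked by dofetilide plus 5 SD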;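 note: thallium influx through hERG after potassium depolarization seen as dye fluorescence rise; in these data hits start at about 4.7%; inactives centre near -7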
Target sequence (Q12809 whole entry, looked up): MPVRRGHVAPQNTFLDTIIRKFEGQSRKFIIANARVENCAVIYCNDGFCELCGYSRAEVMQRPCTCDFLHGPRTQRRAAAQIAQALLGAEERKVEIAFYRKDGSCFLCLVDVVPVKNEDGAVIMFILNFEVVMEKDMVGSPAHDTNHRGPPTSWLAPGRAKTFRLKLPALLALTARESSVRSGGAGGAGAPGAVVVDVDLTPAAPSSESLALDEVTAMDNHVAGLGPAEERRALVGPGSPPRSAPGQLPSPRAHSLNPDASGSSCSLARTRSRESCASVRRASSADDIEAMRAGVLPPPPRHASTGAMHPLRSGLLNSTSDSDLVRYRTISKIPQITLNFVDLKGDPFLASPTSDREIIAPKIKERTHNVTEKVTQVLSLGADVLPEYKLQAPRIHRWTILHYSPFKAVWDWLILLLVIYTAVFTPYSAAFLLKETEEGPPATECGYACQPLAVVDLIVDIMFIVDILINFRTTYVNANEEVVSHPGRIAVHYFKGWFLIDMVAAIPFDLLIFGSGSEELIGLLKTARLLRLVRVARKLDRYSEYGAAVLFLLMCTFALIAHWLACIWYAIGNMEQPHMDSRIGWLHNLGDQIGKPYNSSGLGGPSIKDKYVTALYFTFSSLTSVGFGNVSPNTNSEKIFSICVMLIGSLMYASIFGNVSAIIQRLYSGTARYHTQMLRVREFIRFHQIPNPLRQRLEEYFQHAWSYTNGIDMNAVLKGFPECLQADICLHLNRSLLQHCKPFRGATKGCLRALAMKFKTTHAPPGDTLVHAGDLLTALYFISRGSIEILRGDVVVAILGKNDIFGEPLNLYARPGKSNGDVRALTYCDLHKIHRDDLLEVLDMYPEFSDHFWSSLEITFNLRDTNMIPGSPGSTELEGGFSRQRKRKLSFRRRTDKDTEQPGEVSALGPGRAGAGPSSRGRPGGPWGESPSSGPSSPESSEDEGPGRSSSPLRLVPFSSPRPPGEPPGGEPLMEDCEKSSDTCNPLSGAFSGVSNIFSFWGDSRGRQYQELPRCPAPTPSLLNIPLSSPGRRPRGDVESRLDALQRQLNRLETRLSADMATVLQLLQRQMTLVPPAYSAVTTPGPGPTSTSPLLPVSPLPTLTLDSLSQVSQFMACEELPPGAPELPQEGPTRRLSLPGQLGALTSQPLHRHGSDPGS
KCNK9 inh: inhibitors of human KCNK9 two-pore domain potassium channel | B-score at 10 µM | Q9NPC2 | AID 488922 | HEK293 KCNK9, FluxOR thallium flux fluorescence; hits give low values | 310,000 compounds, 1.2% hits;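 active = ratio B-score over 3 SD below the library mean, with starting fluorescence within 5 SD of its mean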;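 note: negative B-score means less thallium flux so channel inhibition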
RGS4 block: inhibitors of human RGS4; P49798; 310,000 compounds, 0.45% hits; HEK293 M3R/RGS4 inducible, Fluo-4 calcium flux; hits give high values; triggered by carbachol at its EC20; B-score at 10 µM;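 active = B-score, a plate-corrected calcium signal, over three deviations above library mean, with baseline fluorescence within five deviations of library mean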;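 note: RGS4 expression induced by doxycycline in cells with stable M3 receptor; B-score is computed from the integrated fluorescence ratio over baseline after carbachol; higher B-score means a larger calcium signal and so more RGS4 inhibition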
KCNK3 block: human KCNK3 channel inhibition, primary screen. CHO-KCNK3 thallium flux, FluxOR fluorescence; hits give low values. 340,000 compounds, 0.84% hits. O14649. B-score at 10 µM;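 active = B-score under library mean minus 4 SD, starting fluorescence ratio at most library mean plus 5 SD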;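 note: more negative B-score means stronger inhibition of thallium flux through KCNK3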
GSK3A inh: blocks human GSK-3 alpha kinase; P49840; ADP-Glo luminescence, 60 min; inhibition, % at 10 µM; 320,000 compounds, 0.1% hits;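 in the data active = inhibition above about 50%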;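 note: GST-tagged GSK-3 alpha with peptide substrate and 25 µM ATP; 0% = DMSO neutral wells and 100% = GW8510 positive control wells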
KCNQ1 pot: potentiates or activates the human KCNQ1 potassium channel; AID 2648; 310,000 compounds, 0.35% hits; CHO-K1 KCNQ1, thallium flux FluxOR fluorescence; hits give high values; P51787; B-score at 10 µM;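 active = fluorescence ratio B-score, a plate-corrected score, at least three library SD, with initial intensity B-score within 5 SD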
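System: CHO-K1 cells stably expressing KCNQ1 / Medium: assay buffer for compound exposure, DMSO matched across wells / Reagent: thallium- and potassium-containing depolarizing buffer / Compound: one concentration, matched DMSO / Incubation: 20 min compound pretreatment at room temperature / Measured by: kinetic FluxOR fluorescence, 10 s baseline plus 110 s post-stimulus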
RGS4 pot: RGS4 potentiation or activation; HEK293 M3R/inducible RGS4, carbachol calcium flux Fluo4; hits give low values; B-score at 10 µM; 310,000 compounds, 0.92% hits; AID 463111;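 active = B-score of the integrated calcium signal more than 4 SD below the library mean, with starting fluorescence not abnormally high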;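 note: negative B-score means reduced calcium response which marks RGS4 activation or potentiation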
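Material: Inducible-RGS4 HEK293 cells carrying M3 receptor; also added: carbachol at ECmax as muscarinic agonist stimulus; incubation: compound preincubation 20 min at room temperature before agonist; signal: Fluo4-AM (2 µM) calcium-flux fluorescence, kinetic read; measure: integrated calcium ratio converted to B score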
GSK3B inh: human GSK3beta kinase inhibition; P49841; GST-GSK3beta kinase, ADP-Glo luminescence, 60 min; hits give low values; activity score (negative = inhibition), % at 10 µM; 300,000 compounds, 0.038% hits; AID 2097;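 active = more than half of replicate wells score below -50%, meaning over 50% inhibition versus plate controls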;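 note: 0% = median DMSO wells and -100% = median GW8510 positive control wells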
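Test system: GST-fused GSK3beta enzyme, cell-free | Quantity: 1.6 ng GST-GSK3beta enzyme per well | Reagent: 25 µM ATP with peptide substrate | Schedule: 60 min enzyme reaction, room temperature | Signal: Luminescent ADP-Glo measurement of ADP formed | Read-out basis: Score relative to plate controls | Control set: DMSO and 20 µM GW8510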
PolyA inh: blocks polyadenylation in yeast reporter cells; calls only at 12 µM; AID 1875; S. cerevisiae SKY197-pL101 polyadenylation reporter, beta-gal luminescence; efflux-impaired pdr1/pdr3 knockout yeast; score 100 = 6 SD above DMSO; 300,000 compounds, 0.02% hits;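 active = lowest replicate activity score at least 50, where 100 means six control SD above control mean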;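 note: yeast exposed to compound for 9 h at 30 °C; higher score means more reporter readthrough which indicates perturbed polyadenylation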
* marks the source's active call; other numbers are inactive results; i = inactive; nt = not tested or not shown. These rows are one share of the data. The share of hits here may be higher or lower than overall.

SMILES | KCNQ1 block | DYRK1A inh | hERG rescue | KCNK9 inh | RGS4 block | KCNK3 block | GSK3A inh | KCNQ1 pot | RGS4 pot | GSK3B inh | PolyA inh
COc1ccc(CCNC(=O)COc2ccccc2[N+](=O)[O-])cc1OC | i | 3 | -4 | i | i | i | 0 | i | i | 0 | i
CC1(C(=O)NC2CCCCCCC2)CCC(=O)N1CCN1CCOCC1 (stereo not drawn) | i | -7 | -9 | i | i | i | -1 | i | i | 1 | i
CC1c2ccsc2CCN1S(=O)(=O)c1cccs1 (stereo not drawn) | i | 2 | -7 | i | i | i | -2 | i | i | 1 | i
CCCCc1nnc(NC(=O)CSCc2cc(=O)n3ccsc3n2)s1 | i | -2 | -5 | i | i | i | -1 | i | i | -1 | i
Cc1ccc(CN2CCN(/N=C/c3sccc3C)CC2)c(C)c1 | i | 0 | -19 | i | i | i | -5 | i | i | 2 | i
Cn1c(SCC(=O)Nc2cccc(F)c2)nc2c([nH]c3ccccc32)c1=O | i | 1 | -7 | i | i | i | nt | i | i | -13 | i
Cc1ccc(NC2=C/C(=N/S(=O)(=O)c3cccs3)c3ccccc3C2=O)cc1 | i | -6 | -5 | i | i | i | 1 | i | i | 2 | i
O=C(NCCc1nc2ccccc2[nH]1)/C(=C/c1ccco1)NC(=O)c1ccccc1Br | i | 0 | -4 | i | i | i | -1 | i | i | -1 | i
Cn1c(=O)c2c(nc3n2CC(COc2ccccc2)O3)n(C)c1=O (stereo not drawn) | i | nt | -6 | i | i | i | 0 | i | i | 0 | i
O=C(c1cccs1)N1CCN(Cc2ccncc2)CC1 | i | -7 | 0 | i | i | i | -2 | i | i | 5 | i
COc1ccccc1C(=O)Nc1ccc(N2CCN(Cc3ccccc3)CC2)cc1 | i | 9 | -9 | i | i | i | 0 | i | i | 1 | i
CC(C)CSc1nnc2c(n1)[nH]c1ccccc12 | i | nt | -4 | i | i | i | -2 | i | i | -2 | i

Continued (6 carried over from the part before).
SMILES | KCNQ1 block | DYRK1A inh | hERG rescue | KCNK9 inh | RGS4 block | KCNK3 block | GSK3A inh | KCNQ1 pot | RGS4 pot | GSK3B inh | PolyA inh
Cc1ccc(NC2=C/C(=N/S(=O)(=O)c3cccs3)c3ccccc3C2=O)cc1 | i | -6 | -5 | i | i | i | 1 | i | i | 2 | i
O=C(NCCc1nc2ccccc2[nH]1)/C(=C/c1ccco1)NC(=O)c1ccccc1Br | i | 0 | -4 | i | i | i | -1 | i | i | -1 | i
Cn1c(=O)c2c(nc3n2CC(COc2ccccc2)O3)n(C)c1=O (stereo not drawn) | i | nt | -6 | i | i | i | 0 | i | i | 0 | i
O=C(c1cccs1)N1CCN(Cc2ccncc2)CC1 | i | -7 | 0 | i | i | i | -2 | i | i | 5 | i
COc1ccccc1C(=O)Nc1ccc(N2CCN(Cc3ccccc3)CC2)cc1 | i | 9 | -9 | i | i | i | 0 | i | i | 1 | i
CC(C)CSc1nnc2c(n1)[nH]c1ccccc12 | i | nt | -4 | i | i | i | -2 | i | i | -2 | i
Cc1ccc(-c2cc(C(F)F)n3ncc(C(=O)Nc4cn(C)nc4C)c3n2)cc1 | i | -6 | -22 | i | i | i | -8 | i | i | 0 | i
COc1ccc(C2C(CN3CCOCC3)C(=O)N2c2ccccc2)cc1 (stereo not drawn) | i | 3 | -6 | i | i | i | 0 | i | i | 3 | i
O=C(COc1ccccc1O)Nc1ccccc1Cl | i | 5 | -4 | i | i | i | 1 | i | i | 2 | i
O=C(Nc1c(O)c2ccccc2[nH]c1=O)c1ccco1 | i | -1 | -5 | i | i | i | -2 | i | i | -1 | i
CCOc1ccccc1N(CC(=O)Nc1ccc2c(c1)OCO2)S(C)(=O)=O | i | -2 | -4 | i | i | i | 0 | i | i | 1 | i
O=C(Cc1cccs1)N(c1ccc(F)cc1)C1(C(=O)NC2CCCCC2)CCCC1 | i | -1 | -7 | i | i | i | 6 | i | i | 5 | i
CC1c2[nH]c3ccccc3c2CCN1S(C)(=O)=O (stereo not drawn) | i | -3 | -6 | i | i | i | 1 | i | i | 3 | i
O=C1CC2(CCN(C(=O)c3cccc(Br)c3)CC2)Oc2ccccc21 | i | 1 | -12 | i | i | i | 2 | i | i | 3 | i
Nc1ccc2nc(SCC(=O)Nc3ccc(N4CCOCC4)c(Cl)c3)sc2c1 | i | -6 | -5 | i | i | i | -2 | i | i | 0 | i
COc1ccc2c(C)cc(SCC(=O)c3ccc4c(c3)OCO4)nc2c1 | i | 8 | -20 | i | i | i | 1 | i | i | -2 | i
O=C(OCC(=O)C12CC3CC(CC(C3)C1)C2)c1cccnc1 | i | -4 | -5 | i | i | i | 1 | i | i | 3 | i
CC1(C)CC(=O)c2sc(NS(=O)(=O)c3cc(Cl)ccc3Cl)nc2C1 | i | 3 | -7 | i | i | i | -7 | i | i | 5 | i

Of the compounds above, these contain fluorine:
SMILES | KCNQ1 block | DYRK1A inh | hERG rescue | KCNK9 inh | RGS4 block | KCNK3 block | GSK3A inh | KCNQ1 pot | RGS4 pot | GSK3B inh | PolyA inh
Cn1c(SCC(=O)Nc2cccc(F)c2)nc2c([nH]c3ccccc32)c1=O | i | 1 | -7 | i | i | i | nt | i | i | -13 | i
Cc1ccc(-c2cc(C(F)F)n3ncc(C(=O)Nc4cn(C)nc4C)c3n2)cc1 | i | -6 | -22 | i | i | i | -8 | i | i | 0 | i
O=C(Cc1cccs1)N(c1ccc(F)cc1)C1(C(=O)NC2CCCCC2)CCCC1 | i | -1 | -7 | i | i | i | 6 | i | i | 5 | i

(next part)
SMILES | KCNQ1 block | DYRK1A inh | hERG rescue | KCNK9 inh | RGS4 block | KCNK3 block | GSK3A inh | KCNQ1 pot | RGS4 pot | GSK3B inh | PolyA inh
C=CCc1ccccc1OCC(O)CN1CCN(CCN2C(=O)c3cccc4cccc(c34)C2=O)CC1 (stereo not drawn) | i | nt | -31 | i | i | i | 0 | i | i | 2 | i
COc1cc(C2/C(=C(\O)c3ccc4c(c3)CC(C)O4)C(=O)C(=O)N2CCN2CCOCC2)cc(OC)c1OC (stereo not drawn) | i | -4 | -7 | i | i | i | 1 | i | i | -2 | i
COc1ccc(C(=O)Nc2ccc(N3CCN(C(=O)C(C)C)CC3)cc2)cc1[N+](=O)[O-] | i | -3 | -11 | i | i | i | -4 | i | i | -3 | i
Cc1ccc(Cn2ccc(NC(=O)c3noc4c3CCCCC4)n2)cc1 | i | 1 | -13 | i | i | i | -1 | i | i | 1 | i
O=C(CCn1cccn1)Nc1ccc2c(c1)OCO2 | i | -6 | -6 | i | i | i | -1 | i | i | -1 | i
CCCCC(=O)Nc1ccc(C(=O)NCc2ccncc2)cc1 | i | 1 | -6 | i | i | i | -2 | i | i | 1 | i
COCCOC1CCN(C(=O)C2CCC(=O)N(Cc3cccc(F)c3)C2)CC1 (stereo not drawn) | i | 0 | -4 | i | i | i | 0 | i | i | 2 | i
CCC(=O)Nc1nc(C)cc(SCC(=O)OC)n1 | i | -5 | -3 | i | i | i | 3 | i | i | -1 | i
CCN(C(=O)COC(=O)c1cccnc1Nc1cccc(C(F)(F)F)c1)C1CCS(=O)(=O)C1 (stereo not drawn) | i | 1 | -7 | i | i | i | -1 | i | i | 0 | i
Fc1cccc(Nc2c3c(nc4ccccc24)CCC3)c1 | i | 16 | -13 | i | i | i | 4 | i | i | -2 | i
O=C(NC(=S)N1CCCCC1)C12CC3CC(CC(C3)C1)C2 | i | -6 | -13 | i | i | i | -1 | i | i | -1 | i
O=C(CN1CCCC1)Nc1ccc([N+](=O)[O-])cc1 | i | 3 | -11 | i | i | i | 0 | i | i | 1 | i
CC(C)Oc1ccc(C(=O)NCc2cccnc2)cc1 | i | 6 | -14 | i | i | i | -2 | i | i | -2 | i
CCOC(=O)c1sc(NC(=O)c2cc(-c3ccccc3)nc3ccccc23)c(C#N)c1C | 8* | 3 | -35 | i | i | i | 2 | i | i | 3 | i
COC(=O)c1c(C)oc2ccc(N(C(=O)c3ccncc3)S(=O)(=O)c3ccc(C)cc3)cc12 | i | 11 | -11 | i | i | i | -6 | i | i | -3 | i
COC(=O)C1=C(C)N(Cc2ccco2)C(=O)N[C@@H]1c1ccco1 | i | 4 | -8 | i | i | i | -3 | i | i | 5 | i
CCOc1ncccc1C(=O)OCC(=O)Nc1ccc(C)c(S(=O)(=O)N(C)C)c1 | i | -3 | -5 | i | i | i | 4 | i | i | -3 | i
FC(F)(F)c1cnc(Oc2cccc3ccccc23)c(Cl)c1 | i | -2 | -10 | i | i | i | 0 | i | i | -4 | i
Cc1ccc(NC(=O)CN2CCN(Cc3ccccc3)CC2)cc1 | i | -3 | -6 | i | i | i | -3 | i | i | 3 | i
NC(=O)[C@H]1CC2(CC(c3cccc(NC(=O)COc4ccc(Cl)cc4)c3)=NO2)CN1C(=O)c1ccc(Cl)cc1 (stereo partly drawn) | i | nt | -5 | i | i | i | 1 | i | i | 1 | i
CCOC(=O)CC(=O)CSC1=C(C#N)C(c2ccccc2OC)CC(=O)N1 (stereo not drawn) | i | -7 | -9 | i | i | i | -1 | i | i | -2 | i
CCn1c(C)nc2cc(C(=O)N3N=C(CCOC)CC3(O)C(F)(F)F)ccc21 (stereo not drawn) | i | -8 | -13 | i | i | i | -3 | i | i | -2 | i
COc1cc(OC)cc(C(=O)Nc2nc(CC(=O)NC(C)c3ccccc3)cs2)c1 (stereo not drawn) | i | 5 | -19 | i | i | i | 0 | i | i | -2 | i
O=C(COc1ccc2ccccc2c1)N1CCN(c2ccccc2)CC1 | i | -5 | -19 | i | i | i | 0 | i | i | 0 | i
